mHtt clearance = clearance of mutant huntingtin inclusions, primary screen, imaging, HeLa Exon1htt(103Q)mCFP, confocal imaging. inhibition, % at 1.5 µM. aggregate imaging; zero = plate's median compound well. 47,000 compounds, 0.42% hits;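 active = inhibition of aggregate fluorescence above about 70%, also judged a hit by eye on the cell image, limit read from the data, passing the limit was not always enough; inconclusive = no rule stated for this call; inactive = not judged a hit on image review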;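 note: cells exposed to compound for three days before fixation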
mHtt clearance grain fraction = also measured in mHtt clearance; calls as there; fraction fluorescence in grains; measured here: aggregate grain fluorescence fraction; hits give low values;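 scaled fraction of total cell fluorescence in grains with unit not stated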
Active calls of the source: *; ? = inconclusive; . = not tested or not shown. This is a subset; rates above refer to the full screens.

SMILES	mHtt clearance	mHtt clearance grain fraction
CCN1CCCC1CNC(=O)CSc1cc(=O)n(C)c2cc(Cl)ccc12 (stereo not given)	-16	37
CO/N=C/NC(=O)c1ccc([N+](=O)[O-])c(CS(=O)(=O)c2ccc(Cl)cc2)c1	20	25
O=C(O)c1ccc(NS(=O)(=O)/C=C/c2ccccc2)cc1O	-121	73
O=C(CCN1C(=O)CSC1=O)Nc1ccc(Br)cc1	-16	22
C1CCC(OCCN2CCN(CCOC3CCCCC3)CC2)CC1	-52	25
CCc1ccc(NC(=O)CCn2c(=O)oc3ccccc32)cc1	-26	54
CN(Cc1ccccc1)S(=O)(=O)c1ccc(S(=O)(=O)N(Cc2ccc(F)cc2)C2CCCC2)cc1	20	16
Cc1ccc(C)c(SCC(=O)Nc2nnc(-c3ccccc3)o2)c1	-7	21
CCOC(=O)c1cc2sccc2n1CC(=O)OC	-5	32
CN1CCN(C(=O)c2ccc(COc3ccc(Cl)cc3Cl)cc2)CC1	-34	24
Cc1ccc(S(=O)(=O)N2CCOCC2)cc1C(=O)NCc1ccco1	1	30
CC(=O)c1cnc(Nc2nc(C)c3ccccc3n2)nc1C	-11	19
COc1ccc(-c2cc(OC(=O)c3ccc(F)cc3)c3c(C)oc(C)c3c(=O)c2)cc1	-7	44
CCCSc1oc(-c2ccco2)nc1S(=O)(=O)c1ccccc1	22	15
CCc1ccc(N=CC2=C(O)CC(c3ccco3)CC2=O)cc1 (stereo not given)	-46	23
O=C1c2ccncc2C(=O)N1CO	8	37
CCC(=O)OCCn1c(=O)c2cc3c(=O)n(CCOC(=O)CC)c(=O)c3cc2c1=O	4	19
CC1(C)SC2c3ccccc3C(=O)N2[C@@H]1C(=O)NCc1ccco1 (stereo not given in full)	24	26
CCC1CCCCN1CCCNC(=O)COc1cc(=O)n(C)c2ccccc12 (stereo not given)	-58	69
CCCCC(CC)C1OCC(CN2CCCC2)O1 (stereo not given)	-58	33

Overlap with the part before: 2 compounds, then new ones.
SMILES	mHtt clearance	mHtt clearance grain fraction
CCC1CCCCN1CCCNC(=O)COc1cc(=O)n(C)c2ccccc12 (stereo not given)	-58	69
CCCCC(CC)C1OCC(CN2CCCC2)O1 (stereo not given)	-58	33
CN1CCN(c2ccccc2NC(=O)c2cc(Br)ccc2Cl)CC1	0	21
Cc1cc2cc3c(cc2nc1SCC(=O)Nc1c(C)cccc1C)CCC3	31	26
CCOC(=O)N1CCN(C(=O)Cc2ccsc2)CC1	-18	41
Cc1ccc(-n2nc(C(=O)O)c3ccccc3c2=O)cc1C	-2	39
COc1ccc(-c2nc3c(n2O)CCCC3=O)cc1OC	-9	48
CCOc1ccc(Nc2oc(-c3cccc(Cl)c3)nc2C#N)cc1	13	33
COc1ccc(S(=O)(=O)NCc2ccccn2)cc1	-14	22
O=C(CCn1cccc1)Nc1nccs1	-5	40
CCN(CC)C(=O)COc1cc(C)cc2oc(=O)cc(-c3ccccc3)c12	10	36
COc1ccc(-n2cnnc2SCCC#N)cc1	21	13
COC(=O)[C@H](CCSC)NC(=O)N1CCN(Cc2ccccc2)CC1	-26	46
Cc1nc(N2CCN(C(=O)c3ccco3)CC2)c2c3c(sc2n1)CCCC3	17	17
COCCOC(=O)c1c(C)n(C)c2ccc(OC(=O)c3ccco3)cc12	51	9.9
O=C(CCCCCN1C(=O)c2ccccc2C1=O)Nc1nccs1	8	19
O=C(Cn1nc(Cc2cccnc2)c2ccccc2c1=O)NCC1COc2ccccc2O1 (stereo not given)	-9	53
CC1(C)CC(=NOC(=O)c2ccccc2)CC(C)(C)N1	-10	24
c1ccc2c(c1)OC(CCCN1CCCCC1)c1ccccc1S2 (stereo not given)	51	8.2
COc1ccc(C(C)=O)cc1CSc1nnc(-c2ccccc2O)n1-c1ccccc1	10	28
COc1ccccc1C1CC(c2ccccc2)Nc2ncnn21 (stereo not given)	21	27
Cn1c(C(=O)N2CCCC(C(=O)NCc3cccs3)C2)cc2sccc21 (stereo not given)	19	14

Next section
SMILES	mHtt clearance	mHtt clearance grain fraction
CC1(O)c2ccccc2C(=O)N1CCc1ccccc1F (stereo not given)	-3	37
N#Cc1cc2c(nc1SCC(N)=O)CCCCC2	-25	25
Cc1ccc(S(=O)(=O)N(CC(=O)NCc2ccco2)Cc2ccc(F)cc2)cc1	-5	21
CCCOC(=O)c1cc2ccccc2oc1=O	32	23
c1ccc2c(-c3ccncc3)c[nH]c2c1	-3	40
CC(=N\Nc1ccccc1)/C(=N/O)C(=O)Nc1ccccc1	-24	38
CS(=O)(=O)c1ccc(C(=O)NC2CCOC2=O)cc1 (stereo not given)	-13	46
Cn1c(=O)[nH]c(=O)c2c1nc(N1CCCCC1)n2CCOc1ccccc1	-8	40
CCOC(=O)N1CCN(S(=O)(=O)c2ccc(C(=O)Nc3nc4c(s3)CC(C)CC4)cc2)CC1 (stereo not given)	31	25
Cc1c(NC2=NC(C)(C)Cc3ccccc32)c(=O)n(-c2ccccc2)n1C	46	11
CC1CCN(C(c2cc3cc4c(cc3[nH]c2=O)OCO4)c2nnnn2CC2CCCO2)CC1 (stereo not given)	23	26
O=C(c1ccco1)N1CCN(C(=O)C2CCN(S(=O)(=O)c3cccc4nsnc34)CC2)CC1	-14	23
COC(=O)c1sccc1NC(=O)c1c(C)cc(=O)oc1C	-4	39
CCOCCCNC(=O)c1ccc(CS(=O)(=O)Cc2ccccc2F)o1	-44	30
CCCCOc1nc2ccccc2nc1C(C#N)S(=O)(=O)c1ccccc1 (stereo not given)	23	26
Cc1[nH]c2ccccc2c1C(c1ccccn1)N1CCC(C(N)=O)CC1 (stereo not given)	-28	25
COC(=O)c1cc(OC)c(OC)cc1NC(=S)N1CCN(c2ccccc2)CC1	-29	46
O=C(O)c1cccc(Cn2cc(Cl)cn2)c1	-37	51
Nc1nc(SCC(=O)N2CCCC2)[nH]c(=O)c1NC(=O)c1ccco1	-67	68
Cc1cc(=O)[nH]c(SCCOc2ccc3c(c2)CCC3)n1	-9	20

Single values from the list.
Under mHtt clearance, `COC(=O)c1cc(OC)c(OC)cc1NC(=S)N1CCN(c2ccccc2)CC1` has -29
Under mHtt clearance, `CCCCOc1nc2ccccc2nc1C(C#N)S(=O)(=O)c1ccccc1` (stereo not given) has 23

Further results follow:
Structure	mHtt clearance	mHtt clearance grain fraction
O=C(O)c1ccc(NS(=O)(=O)c2cc(Cl)ccc2Cl)cc1	-22	23
CCOc1ccc(C(=O)COc2ccc(NC(C)=O)cc2)cc1	-3	21
CCCn1nnc(NC(=O)C(C)Oc2ccc(Cl)cc2Cl)n1 (stereo not given)	-14	24
Cc1sc2ncn(CC(=O)OCC(=O)NC(C)(C)C)c(=O)c2c1C	29	14
Cn1nc(C(=O)NC2CCCCC2)c2ccccc2c1=O	-20	44
O=C(CCCSc1nc2ccccc2s1)NCc1ccco1	-77	56
Cc1ccc(-c2csc(NC(=O)CSc3nc(C)cs3)n2)cc1	-28	23
Cc1ccc(SCc2cc(=O)[nH]c(N3CCN(Cc4ccccc4)CC3)n2)cc1	63	17
O=C(Nc1ccc(Oc2ncccn2)cc1)c1ccco1	-17	40
O=C1C(Cl)=C(N2CCCCC2)C(=O)N1c1ccccc1Cl	1	21
CCn1c(-c2csc(-c3ccccc3)n2)n[nH]c1=S	40	18
Cc1ccc(Cl)cc1N1CCN(C(=O)c2ccc(NS(=O)(=O)c3c(C)noc3C)cc2)CC1	-27	23
Cc1ccc(C)n1N1C(=O)/C(=C\c2ccc(Cl)cc2)SC1=S	24	33
Cc1sc(N)nc1-c1cccs1	31	12
Cc1ccc2nc(C)/c(=N\O)c(C)nc2c1	58	17
Cc1cccc(-c2noc(CN(C)S(=O)(=O)c3cc(Cl)ccc3Cl)n2)c1	12	14
Cc1c(C(=O)Nc2c(C)n(C)n(-c3ccccc3)c2=O)oc2ccccc12	-44	25
OCCSc1nc(-c2cccnc2)nc2ccccc12	-46	56
COC(=O)c1ccc2c(=O)n(Cc3ccco3)c(SCC(=O)Nc3ccccc3Cl)nc2c1	-68	63
CCn1nnnc1SCC(=O)c1ccc2c(c1)OCCO2	-48	60
Fc1ccc(C(c2nnnn2Cc2cccs2)N2CCN(C3CCCCC3)CC2)cc1 (stereo not given)	-4	36
COC(=O)COc1ccc(-c2nn(C)c(=O)c3ccccc23)cc1	-31	22
COc1ccccc1N1CCN(CC(=O)c2c(C)n(C)c3ccccc23)CC1	45	11
Cc1ccc(-n2c(=O)c3c4c(sc3n3c(C)nnc23)COC(C(C)C)C4)cc1 (stereo not given)	42	12
CCOc1ccccc1NC(=O)c1ccc(F)c(S(=O)(=O)N2CCC3(CC2)OCCO3)c1	12	31

Arranged by SMILES length (ascending): some entries from above
Structure	mHtt clearance	mHtt clearance grain fraction
Cc1sc(N)nc1-c1cccs1	31	12
Cc1ccc2nc(C)/c(=N\O)c(C)nc2c1	58	17
CCn1nnnc1SCC(=O)c1ccc2c(c1)OCCO2	-48	60
COC(=O)c1ccc2c(=O)n(Cc3ccco3)c(SCC(=O)Nc3ccccc3Cl)nc2c1	-68	63

Arranged by the number under mHtt clearance grain fraction (low to high): three of the compounds above
Structure	mHtt clearance	mHtt clearance grain fraction
CCOc1ccc(C(=O)COc2ccc(NC(C)=O)cc2)cc1	-3	21
Fc1ccc(C(c2nnnn2Cc2cccs2)N2CCN(C3CCCCC3)CC2)cc1 (stereo not given)	-4	36
Cn1nc(C(=O)NC2CCCCC2)c2ccccc2c1=O	-20	44

(continued)
Structure	mHtt clearance	mHtt clearance grain fraction
CCCc1cc(=O)n2[nH]c(Cc3ccccc3)nc2n1	17	15
COc1ccc(N(CC(=O)Nc2ccc3c(c2)OCCO3)S(=O)(=O)c2c(C)noc2C)cc1	20	29
Cc1cnc(NC(=O)COc2ccccc2Cl)s1	-15	23
Cc1ccc(N=Cc2ccc[nH]2)c(O)c1	-94	32
O=c1c2c(-c3ccc([N+](=O)[O-])cc3)csc2nc2n1CCC2	-52	30
Cn1c(NCc2ccco2)nc2ccccc21	-4	19
CCN(CC)S(=O)(=O)c1ccc(NC2c3ccccc3C(=O)N2Cc2ccco2)cc1 (stereo not given)	-203	102
COc1ccc(-c2nc(-c3cccs3)c(-c3cccs3)[nH]2)cc1O	11	33
CCCCn1c(SCC(=O)NCc2ccco2)nc2c1c(=O)n(C)c(=O)n2C	?	.
CC(C)N1C(=O)CN(C2CCCCCC2)C(=O)C1c1ccccc1F (stereo not given)	29	13
CC(NC(=O)Nc1ccccc1C(F)(F)F)C1CCCO1 (stereo not given)	-80	36
CCOC(=O)C1=C(N2CCCCC2)c2cc3c(n2C1=O)CCCC3	-10	37
CCOc1ccc2[nH]c(=O)c(CN(Cc3ccc(C)cc3)C(=O)N3CCCC3)cc2c1	-11	22
CCOC(=O)c1c(-c2ccc(F)cc2)cn2ccccc12	2	31
COc1ccc(OC)c(S(=O)(=O)Nc2cccc(C(C)=O)c2)c1	-64	29
COc1ccc(CC(=O)N2CCC(Nc3nc4ccccc4n3Cc3ccc(F)cc3)CC2)cc1	26	13
CCCn1nnc(NC(=O)COc2ccccc2Cl)n1	-31	24
CCCS(=O)(=O)N1CCN(C(=O)c2cccc(OC)c2)CC1	-137	106
COc1ccc(N(CC(=O)Nc2cc(C)ccc2OC)S(=O)(=O)c2c(C)noc2C)cc1	-2	35
Clc1ccc(CN=C2Nc3ccccc3CS2)cc1	-52	33
Cc1cc(=O)oc2c3c4c(cc12)OCCN4CCC3	-10	20
O=C(O)C1C2C=CC(C2)C1C(=O)NCc1cccnc1 (stereo not given)	9	18
CN1C(=O)/C(=C2\SC(=S)N(CC3CCCO3)C2=O)c2ccccc21 (stereo not given)	49	20
Cc1cc2c(c(SCC(=O)N(C)c3ccccc3)n1)C(=O)OC2	-21	45
CCCCNC(=O)Cn1c(=O)oc2cc(S(=O)(=O)N3CC(C)CC(C)C3)ccc21 (stereo not given)	1	46

The list goes on:
Structure	mHtt clearance	mHtt clearance grain fraction
CCOc1ccc(C(=O)c2nc3c(n2O)CCCCC3)cc1	19	16
CC(C)C1C(C#N)=C(N)Oc2n[nH]c(-c3ccc4ccccc4c3)c21 (stereo not given)	47	12
O=C(NCc1ccco1)C12CC3CC(CC(C3)C1)C2	-26	24
Cc1ccc(NS(=O)(=O)c2ccc(C)c(C(=O)N3CCN(C)CC3)c2)cc1	-16	35
Cn1c(N2CCOCC2)nc(-c2ccccc2)c1-c1ccccc1	3	17
Cc1ccc(CSCCNC(=O)CCSc2ccccc2)cc1	37	19
O=C(NCc1nnc(SCC(=O)N2CCC(Cc3ccccc3)CC2)o1)c1ccccc1F	44	17
Cc1cc(OCC(O)CN2CCN(C)CC2)ccc1C(C)C (stereo not given)	-116	72
COC(=O)c1sccc1NC(=O)CSc1cccc(Cl)c1Cl	4	37
CCCn1c(SCC(=O)c2ccc(OC)c(OC)c2)nc2c1c(=O)n(C)c(=O)n2C	3	17
CCOC(=O)CNc1ccc2c(c1)OCO2	1	17
COC(=O)c1ccccc1NC(=O)Cn1c(-c2nonc2N)nc2ccccc21	-163	49
O=C(Nc1cccs1)NC1CCCC1	9	16
Cc1ccc(-c2nc(C#N)c(NCCc3ccccn3)o2)cc1	-18	34
Nn1c(Nc2ccccc2)nc2ccccc21	-32	23
O=C(Oc1ccccc1C(=O)N1CCOCC1)c1ccccc1	-5	20
CC(=O)c1cccc(NS(=O)(=O)N2CCCCC2)c1	10	19
O=S1(=O)NC(=NCc2ccccc2)c2ccccc21	-83	36
CCCC(C)NC(=O)C1CCN(S(=O)(=O)c2ccccc2)CC1 (stereo not given)	-19	33
O=C(CSc1nnc(-c2ccccc2Cl)o1)Nc1ccc2c(c1)OCCO2	-45	28
O=C1c2ccccc2C(Nc2ccc(F)c(Cl)c2)N1c1ccccn1 (stereo not given)	1	48
CC(C(=O)NCC1CCCO1)N(C(=O)c1snc(C(N)=O)c1N)c1cccc(F)c1 (stereo not given)	-17	38
Cc1cc2sc(C(=O)O)c(C)c2s1	16	15
